Rin1-Abl PPI inh: inhibitors of human Rin1-Abl protein interaction; P00519+Q13671; TR-FRET Rin1/Abl binding, biochemical; inhibition, % at 7.35 µM; actives 0.4% (n = 360,000); AID 588664; in the data active means inhibition above about 5%, passing the limit was not always enough
Neddylation inh: inhibitors of human cullin neddylation; actives 0.58% (n = 360,000); TR-FRET cullin neddylation, biochemical; P61081+Q13564; calls only at 25 µM; in the data active means inhibition above about 36%
Target sequence (P61081 whole entry, looked up): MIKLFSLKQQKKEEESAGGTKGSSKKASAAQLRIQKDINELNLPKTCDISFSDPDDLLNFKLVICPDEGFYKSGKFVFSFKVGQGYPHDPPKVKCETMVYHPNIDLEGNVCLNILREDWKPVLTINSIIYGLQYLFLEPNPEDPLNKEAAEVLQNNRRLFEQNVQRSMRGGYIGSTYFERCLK
Target sequence (Q13564 whole entry, looked up): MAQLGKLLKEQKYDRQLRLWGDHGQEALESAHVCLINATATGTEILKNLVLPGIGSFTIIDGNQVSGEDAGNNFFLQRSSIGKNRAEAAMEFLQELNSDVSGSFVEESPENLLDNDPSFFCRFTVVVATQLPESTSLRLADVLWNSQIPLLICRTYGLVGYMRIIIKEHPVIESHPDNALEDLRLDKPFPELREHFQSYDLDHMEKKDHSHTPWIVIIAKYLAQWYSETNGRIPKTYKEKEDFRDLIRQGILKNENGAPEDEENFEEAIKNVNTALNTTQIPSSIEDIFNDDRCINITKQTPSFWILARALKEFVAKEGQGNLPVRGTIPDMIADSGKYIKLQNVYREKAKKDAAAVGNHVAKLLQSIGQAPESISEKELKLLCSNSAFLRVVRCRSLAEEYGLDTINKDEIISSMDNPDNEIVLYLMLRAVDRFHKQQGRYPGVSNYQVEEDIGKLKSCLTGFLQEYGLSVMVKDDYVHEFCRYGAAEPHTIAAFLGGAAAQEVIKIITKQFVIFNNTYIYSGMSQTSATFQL
Rpn11 block: inhibitors of human proteasome Rpn11; calls only at 20 µM; human 26S proteasome, Ub4-pepOG fluorescence polarization; 20S core pre-blocked with epoxomicin; AID 588493; actives 0.59% (n = 360,000); O00487;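 active means inhibition at 20 µM, scaled to each plate's controls, above about 33%, limit read from the data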
SKN-1 block: blocks SKN-1 activity in C. elegans. AID 624304. actives 0.49% (n = 360,000). C. elegans VP596 Pgst-4::GFP/RFP ratio, acrylamide-induced, 24 h. inhibition, % at 21.8 µM;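 active means interference check ratio from 0.5 to 1.5 plus GFP to RFP signal ratio inhibition reaching or exceeding a fixed threshold, cut at about 30% in these data, passing the limit was not always enough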; further: some compounds called inactive have numbers as strong as hits
MT1-MMP act inh: blocks activation of human MT1-MMP; HT1080 RFP-PRO-GFP cells, GFP/RFP ratio fluorescence, overnight; percent of plate control window, DMSO zero; GFP/RFP ratio change, % at 20 µM; actives 0.061% (n = 360,000); P50281; AID 651647;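 active means GFP/RFP ratio change of at least 30% with cell ATP level not reduced by more than half and red fluorescence within 50% of control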; further: strong numbers were not always called active
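Test system: HT1080 RFP-PRO-GFP cells; Benchmarks: DMSO and RFP-L50D-GFP cell wells; Timing: cells overnight before dosing, compound overnight, 37 °C, 5% CO2; Compound: one 20 µM compound dose with 1% DMSO; Read-out: GFP/RFP fluorescence ratio.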
FAS-TE inh: inhibitors of human fatty acid synthase thioesterase domain; P49327; recombinant FAS-TE, OMFH fluorogenic substrate, fluorescence endpoint; inhibition, % at 15 µM; actives 0.67% (n = 360,000);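 active means compounds whose normalised, plate-corrected inhibition of enzyme fluorescence in the single-dose primary screen is 50% or more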;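 further: 0% = DMSO with enzyme and 100% = substrate without enzyme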
MLLE-PAM2 inh: inhibitors of microRNA-mediated deadenylation, human PABP1 MLLE binding | GST-MLLE / FITC-PAM2 fluorescence polarization | inhibition, % at 20 µM | actives 0.36% (n = 360,000) | P11940; in the data active means inhibition above about 35%, passing the limit was not always enough;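 further: plate controls were DMSO wells with GST-MLLE for no effect and wells lacking GST-MLLE protein for full effect; some results filed as inactive read as strong as hits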
NadD block: NadD (S. aureus) enzyme inhibition; purified NadD enzyme, colorimetric absorbance read-out; inhibition, % at 20 µM; actives 0.78% (n = 360,000); AID 602399; in the data active means inhibition above about 26%; further: some compounds past the cut are filed as inactive
CSN inh: CSN deneddylation inhibition | Q92905 | Purified CSN, SCF-Nedd8-OG deneddylation, fluorescence polarization | inhibition, % at 12.5 µM | actives 0.38% (n = 360,000);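 active means pattern-corrected inhibition above about 35%, with an unprinted fluorescence ratio check between 0.5 and 1.5, limit read from the data, passing the limit was not always enough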;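 further: 0% = enzyme with substrate and 100% = substrate without enzyme; some results filed as inactive read as strong as hits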
Target sequence (Q92905 whole entry, looked up, one chain of several): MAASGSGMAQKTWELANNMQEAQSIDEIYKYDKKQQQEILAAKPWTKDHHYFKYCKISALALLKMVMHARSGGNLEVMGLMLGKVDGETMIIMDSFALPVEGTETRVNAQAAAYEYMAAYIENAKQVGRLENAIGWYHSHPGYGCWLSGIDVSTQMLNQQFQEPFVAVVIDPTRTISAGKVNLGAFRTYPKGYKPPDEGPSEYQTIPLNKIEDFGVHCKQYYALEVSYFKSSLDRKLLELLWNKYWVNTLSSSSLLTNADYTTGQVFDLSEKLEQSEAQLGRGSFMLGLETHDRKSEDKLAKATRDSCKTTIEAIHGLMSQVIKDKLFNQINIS
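Material: purified human Csn5 enzyme expressed in HEK293T cells / Medium: Tris buffer pH 7.5, NaCl, DTT, Tween-20, trehalose, ovalbumin / Compound dosing: 12.5 µM single point / Schedule: 90 min incubation of compound, enzyme and substrate at room temperature / Signal: fluorescence polarization of the substrate / Control set: no-enzyme wells high, enzyme-with-substrate wells low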
The depositor's hits bear a star; i = inactive; . = not tested or not shown.

Assay codes: A = Rin1-Abl PPI inh; B = Neddylation inh; C = Rpn11 block; D = SKN-1 block; E = MT1-MMP act inh; F = FAS-TE inh; G = MLLE-PAM2 inh; H = NadD block; I = CSN inh
O=C(Nc1ccccc1C(=O)NCc1ccccc1)c1ccco1
  A: -1; B: i; C: i; D: 15; E: 2; F: 1; G: -2; H: -6; I: 6
COc1ccc(-c2csc3ncnc(NCCO)c23)cc1
  A: -1; B: i; C: i; D: -1; E: -13; F: -4; G: 1; H: 1; I: 3
O=C1c2cccc3cccc(c23)C(=O)N1Cc1cccnc1
  A: -5; B: i; C: i; D: 4; E: -1; F: -7; G: 16; H: 0; I: -2
CCN1C(=O)[C@H]2[C@@H](c3ccc(-c4ccc(OC)cc4)c(OC)c3)N[C@@](CC(C)C)(C(=O)OC)[C@H]2C1=O
  A: 5; B: i; C: i; D: 9; E: -5; F: 23; G: 7; H: -2; I: 1
C[C@H](CO)N1C[C@H](C)[C@@H](CN(C)Cc2ccc(Cl)c(Cl)c2)Oc2c(NS(=O)(=O)c3ccc(F)cc3)cccc2C1=O
  A: 4; B: i; C: i; D: 15; E: 5; F: 54*; G: -6; H: -4; I: -3
O=C(CSc1nnc(-c2ccccc2)o1)N1CCN(c2ccccc2)CC1
  A: 0; B: i; C: i; D: -8; E: 3; F: -7; G: -37; H: -6; I: -10
N=C1/C(=C/c2cccn2-c2ccc([N+](=O)[O-])cc2)C(=O)N=C2SC=CN12
  A: 3; B: i; C: i; D: 12; E: -1; F: -2; G: -5; H: 15; I: 4
O=C(Nc1ccc(Cl)cc1N1CCOCC1)C1CCCO1 (configuration not stated)
  A: 2; B: i; C: i; D: 1; E: -1; F: -2; G: -2; H: -3; I: -2
CC(C)NC(=O)c1csc(COCCO)n1
  A: -1; B: i; C: i; D: 11; E: -1; F: -11; G: 7; H: -5; I: 1
Cc1nn(CC(=O)NC(C)c2ccccc2)c(=O)c2ccccc12 (configuration not stated)
  A: -4; B: i; C: i; D: 9; E: 0; F: -4; G: 9; H: -3; I: -3
CCCN(CCC)C(=S)NC(=O)c1ccc(Cl)cc1Cl
  A: -3; B: i; C: i; D: 3; E: 16; F: -1; G: 32; H: -5; I: 2
C/C(=N/NC(=O)c1cc2ccccc2cc1O)c1ccco1
  A: -3; B: i; C: i; D: 26; E: -14; F: -3; G: -14; H: 10; I: 7
O=S(=O)(c1ccc(Cl)s1)N1CCN(c2ncccn2)CC1
  A: 0; B: i; C: i; D: 20; E: -6; F: 2; G: 5; H: 4; I: 3
CNC(=O)CNC(=O)Nc1ccc(Cl)c(Cl)c1
  A: 2; B: i; C: i; D: 5; E: 1; F: -2; G: -8; H: 4; I: -3
CC1CC(Nc2cccc(O)c2)=CC(=O)O1 (configuration not stated)
  A: -1; B: i; C: i; D: -7; E: 2; F: -6; G: 12; H: -6; I: 0
COc1ccc(CN2C(=O)C(CC(=O)NCCCCc3ccccc3)CC(C(=O)N3CCOCC3)=C2C)cc1 (configuration not stated)
  A: 3; B: i; C: i; D: 7; E: 3; F: -10; G: 1; H: 2; I: 7
CC(OC(=O)Cc1n[nH]c(=O)c2ccccc12)C(=O)Nc1ccc(Cl)cn1 (configuration not stated)
  A: 2; B: i; C: i; D: 13; E: 3; F: 2; G: -4; H: -4; I: 5
Cc1ccc(-c2cn(S(=O)(=O)c3ccc(C)cc3)nc2N)cc1
  A: -3; B: i; C: i; D: -11; E: -4; F: 6; G: -10; H: -8; I: 1
C=CCn1c(=NC(=O)c2cccs2)sc2cccc(OC)c21
  A: -5; B: i; C: i; D: 10; E: -8; F: 28; G: 10; H: -3; I: 1
Cc1cc(C)c(C#N)c(Oc2ccc(O)cc2)n1
  A: 0; B: i; C: i; D: 2; E: -1; F: -3; G: 11; H: 0; I: 9
COc1ccc(C2NN=C(c3ccc(C)cc3)S2)cc1OC (configuration not stated)
  A: -1; B: i; C: i; D: 0; E: 0; F: 8; G: 25; H: -5; I: 4
O=C(NCC1CC1)C1CCCN(S(=O)(=O)c2ccc(-n3cnnn3)cc2)C1 (configuration not stated)
  A: 5; B: i; C: i; D: -36; E: 1; F: -7; G: 13; H: -7; I: 6
Cc1nnc(SC(C)C(=O)Nc2ccc(S(=O)(=O)NC3CCCCC3)cc2)s1 (configuration not stated)
  A: -4; B: i; C: i; D: -9; E: .; F: -3; G: 11; H: -6; I: 2
N#Cc1ccc(S(=O)(=O)NC2CC2)cc1
  A: 1; B: i; C: i; D: 4; E: -2; F: -3; G: 12; H: -5; I: 4
C[C@@H]1CN(Cc2nc(Cc3ccccc3F)no2)C[C@H](C)O1
  A: -1; B: i; C: i; D: 2; E: 3; F: -4; G: -2; H: 0; I: -2
CN(c1ccc(C(=O)NC2CCCCC2)cc1)S(=O)(=O)c1ccccc1
  A: 0; B: i; C: i; D: 10; E: 4; F: 3; G: 11; H: -2; I: -1
Cc1cccc2cc(CN(Cc3cccnc3)C(=S)NCCCN(C)C)c(=O)[nH]c12
  A: -1; B: i; C: i; D: 8; E: -5; F: -2; G: -71; H: -6; I: 3
COc1ccc(-c2cc3nc(C)n(N)c(=O)c3s2)cc1
  A: 0; B: i; C: i; D: 18; E: -1; F: -4; G: -2; H: 2; I: 0
O=c1[nH]c2cc(Cl)cc(Cl)c2[nH]c1=O
  A: 0; B: i; C: i; D: 3; E: 2; F: -4; G: 9; H: 3; I: 1
O=C(CCNC(=O)c1ccc(Br)cc1)NCc1cccnc1
  A: 3; B: i; C: i; D: 6; E: 7; F: -7; G: -2; H: -4; I: -2
CC(O)CNCCNCc1c(OCc2ccccc2)ccc2ccccc12 (configuration not stated)
  A: -3; B: i; C: i; D: 0; E: 2; F: -6; G: 0; H: 0; I: 9
COc1ccc(NC(=O)CN(C)S(=O)(=O)c2ccc3c(c2)CCCN3C(C)=O)cc1
  A: -3; B: i; C: i; D: 8; E: -6; F: -5; G: -8; H: 5; I: 0
Cc1noc(C)c1COc1ccccc1C(=O)N(C)Cc1ccco1
  A: 2; B: i; C: i; D: 6; E: -3; F: -8; G: -2; H: -3; I: 3
CC(C)c1nnc(NC(=O)CCC(=O)NC2CCCc3ccccc32)s1 (configuration not stated)
  A: -1; B: i; C: i; D: 5; E: 3; F: 1; G: 0; H: -1; I: -15
O=C(c1ccc(Oc2cc(Cl)cc(Cl)c2)o1)N1CCCCC1
  A: 0; B: i; C: i; D: 12; E: -3; F: 17; G: -3; H: -3; I: 2
COc1ccc(C(=O)Nc2ccc(S(=O)(=O)N3CCCCC3)cc2)cc1OC
  A: 2; B: i; C: i; D: 0; E: 5; F: 9; G: 0; H: -4; I: 0
Cc1ccc(NC(=O)c2ccc(S(=O)(=O)N3CCOCC3)cc2)cc1
  A: 2; B: i; C: i; D: -10; E: 4; F: -4; G: -9; H: -4; I: -2
COc1ccc(-c2csc(C3=C(O)CN(Cc4ccc(S(N)(=O)=O)cc4)C3=N)n2)cc1OC
  A: 0; B: i; C: i; D: -2; E: 5; F: 2; G: -31; H: 9; I: 0
COc1ccc(/C=C/C(=O)C2CC2)cc1COc1c(C)cccc1C
  A: -1; B: i; C: i; D: 4; E: -5; F: 8; G: -2; H: -8; I: 1
Cc1cc(Br)ccc1NC(=O)CNC(=O)CN(C)C1CCS(=O)(=O)C1 (configuration not stated)
  A: 3; B: i; C: i; D: -1; E: -2; F: -3; G: 2; H: -1; I: 2

Reprinted at random: five entries already listed, in no set order.
Assay codes: A = Rin1-Abl PPI inh; B = Neddylation inh; C = Rpn11 block; D = SKN-1 block; E = MT1-MMP act inh; F = FAS-TE inh; G = MLLE-PAM2 inh; H = NadD block; I = CSN inh
COc1ccc(-c2csc3ncnc(NCCO)c23)cc1
  A: -1; B: i; C: i; D: -1; E: -13; F: -4; G: 1; H: 1; I: 3
Cc1cccc2cc(CN(Cc3cccnc3)C(=S)NCCCN(C)C)c(=O)[nH]c12
  A: -1; B: i; C: i; D: 8; E: -5; F: -2; G: -71; H: -6; I: 3
CC1CC(Nc2cccc(O)c2)=CC(=O)O1 (configuration not stated)
  A: -1; B: i; C: i; D: -7; E: 2; F: -6; G: 12; H: -6; I: 0
O=C(CCNC(=O)c1ccc(Br)cc1)NCc1cccnc1
  A: 3; B: i; C: i; D: 6; E: 7; F: -7; G: -2; H: -4; I: -2
O=C(Nc1ccccc1C(=O)NCc1ccccc1)c1ccco1
  A: -1; B: i; C: i; D: 15; E: 2; F: 1; G: -2; H: -6; I: 6

Later entries:
Assay codes: A = Rin1-Abl PPI inh; B = Neddylation inh; C = Rpn11 block; D = SKN-1 block; E = MT1-MMP act inh; F = FAS-TE inh; G = MLLE-PAM2 inh; H = NadD block; I = CSN inh
Cc1ccc(SCC(=O)Nc2ccccc2C(=O)N2CCOCC2)cc1
  A: -4; B: i; C: i; D: 4; E: 6; F: -6; G: 2; H: -3; I: -2
CN1CCOc2cc(S(=O)(=O)Nc3ccc(F)cc3)ccc21
  A: 3; B: i; C: i; D: -17; E: 4; F: 1; G: -9; H: -6; I: 3
CC(C)c1ccc(NC(=S)N2CCCC(c3ccc(F)cc3)=N2)cc1
  A: -5; B: i; C: i; D: 0; E: -5; F: 32; G: -21; H: -2; I: -2
CCCC(=O)Nc1nnc(SCC(=O)NCc2ccco2)s1
  A: 4; B: i; C: i; D: 6; E: 0; F: -7; G: 16; H: 4; I: -3
CCCN(C(=O)CSCC(=O)Nc1ccc(OC)cc1)c1c(N)n(Cc2ccccc2)c(=O)[nH]c1=O
  A: -3; B: i; C: i; D: -13; E: -1; F: -8; G: -13; H: 1; I: -2
COc1ccccc1N1CCN(c2ncnc3n[nH]c(Br)c23)CC1
  A: .; B: i; C: .; D: 12; E: -3; F: 0; G: .; H: 8; I: -9
COc1cc(C)ccc1OCC(=O)OCC(=O)c1[nH]c(C)c(C(C)=O)c1C
  A: -2; B: i; C: i; D: -1; E: 3; F: -2; G: -1; H: -3; I: 1
CCCOc1ccc(-c2csc(NC(=O)CN3C(=O)CCC3=O)n2)cc1
  A: -5; B: i; C: i; D: 6; E: 3; F: -5; G: 0; H: -1; I: -9
Clc1ccc(OCCn2ccnc2)c(Cl)c1
  A: 3; B: i; C: i; D: -6; E: -6; F: -6; G: 6; H: -5; I: -6
CC1=C(C#N)C(NC(=O)c2ccccc2Cl)(C(F)(F)F)C(=O)N1 (configuration not stated)
  A: -3; B: i; C: i; D: 14; E: 2; F: -10; G: 8; H: -3; I: -1
C[C@@H]1CN([C@@H](C)CO)C(=O)CCCn2nncc2CO[C@@H]1CN(C)S(=O)(=O)c1ccc(Oc2ccccc2)nc1
  A: 0; B: i; C: i; D: -8; E: 2; F: -9; G: 6; H: 0; I: 2
CN(C)S(=O)(=O)c1ccc(NC(=O)CNc2cc(S(=O)(=O)N3CCCC3)ccc2OCC(F)(F)F)cc1
  A: 4; B: i; C: i; D: 3; E: 0; F: 50; G: -21; H: 3; I: -5

Compound activity from PubChem BioAssay.

An unsorted share of the library. Share with any hit: about 3.9%.
